Compound activity as filed in PubChem.
PolyA inhibitor = blocks polyadenylation in yeast reporter cells. S. cerevisiae SKY197-pL101 polyadenylation reporter, beta-gal luminescence; efflux-impaired pdr1/pdr3 knockout yeast; score 100 = 6 SD above DMSO. calls only at 12 µM. hit rate 0.02% among 300,000. AID 1875;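 active = lowest replicate activity score at least 50, where 100 means six control SD above control mean; inconclusive = lowest score under 50 but half or more replicates reach 50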;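 also: yeast exposed to compound for 9 h at 30 °C; higher score means more reporter readthrough which indicates perturbed polyadenylation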
KLF5 inhibitor = suppresses KLF5 promoter-driven expression. DLD-1 KLF5 promoter-luciferase reporter, luminescence. inhibition, % at 5 µM. hit rate 0.23% among 290,000;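 active = inhibition above a per-plate limit of that plate's mean compound inhibition plus 3 SD, cut at about 60% in these data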;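 also: 0% = DMSO wells and 100% = LY294002 at 200 µM; higher means less KLF5 promoter-driven luciferase light; inactives centre near -14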
IEC-6 tox = kills IEC-6 intestinal cells in KLF5 counter-screen. AID 1825. inhibition, % at 5 µM. IEC-6 cytotoxicity, luminescence viability. hit rate 0.78% among 290,000; in the data active = inhibition above about 22%;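 also: 0% = plate median of test compound wells and 100% = cytotoxic reference compound wells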
GSK3B inh = blocks human GSK3beta kinase activity; hit rate 0.038% among 300,000; P49841; GST-GSK3beta kinase, ADP-Glo luminescence, 60 min; active compounds read low; activity score (negative = inhibition), % at 10 µM;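 active = more than half of replicate wells score below -50%, meaning over 50% inhibition versus plate controls; inconclusive = some replicates but at most half score below -50%; inactive = no replicate scores below -50%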;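 also: 0% = median DMSO wells and -100% = median GW8510 positive control wells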
Target sequence (P49841 whole entry, looked up): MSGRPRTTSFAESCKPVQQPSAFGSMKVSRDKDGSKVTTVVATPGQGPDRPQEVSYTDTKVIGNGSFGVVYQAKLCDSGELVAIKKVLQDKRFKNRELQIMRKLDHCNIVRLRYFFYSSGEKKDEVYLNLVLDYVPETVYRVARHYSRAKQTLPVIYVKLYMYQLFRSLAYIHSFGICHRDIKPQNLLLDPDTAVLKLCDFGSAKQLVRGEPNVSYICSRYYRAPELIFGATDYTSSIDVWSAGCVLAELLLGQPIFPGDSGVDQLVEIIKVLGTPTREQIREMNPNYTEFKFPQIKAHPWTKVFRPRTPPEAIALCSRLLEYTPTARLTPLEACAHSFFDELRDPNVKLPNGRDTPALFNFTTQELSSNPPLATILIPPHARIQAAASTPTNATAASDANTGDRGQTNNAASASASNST
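Test system – GST-tagged human GSK3beta kinase, cell-free · Incubation – 60 min enzyme reaction, room temperature · Signal – ADP-Glo luminescence · Also added – peptide substrate and ATP at 25 µM · Controls – DMSO neutral wells and GW8510 at 20 µM as positive · Buffer or medium – Tris/MgCl2 kinase buffer · Measure – Luminescence-derived activity versus plate DMSO and GW8510 wells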
HSF1 activator = increases HSF-1 driven luciferase reporter signal; NIH3T3-HGL HSF-1 luciferase reporter, MG132, 8 h; 100% = twice DMSO control signal; activation, % at 9 µM; hit rate 1.7% among 300,000; AID 504408;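 active = mean replicate activation of at least 50% with a set share of replicates each reaching 50%; inconclusive = only one of those two conditions met; inactive = mean below 50% and too few replicates reaching it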;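 also: 0% = median of the neutral control wells and 100% = twice that signal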
HSF1 inh = HSF1 inhibition; hit rate 0.77% among 300,000; activity change, negative = inhibition, % at 7.5 µM (by protocol); NIH3T3-HGL HSE-luciferase, MG132-induced, luminescence 8 h; active compounds read low;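 active = more than half of replicate wells show activity change below -50%, luminescence cut by over half; inconclusive = some wells, but at most half, below -50%; inactive = no replicate well below -50%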;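 also: luciferase reports HSF-1 transcriptional activity via heat shock element; 0% = median of DMSO wells and -100% = zero luminescence signal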
HSP90 inh = HSP90 refolding inhibition in rabbit reticulocyte lysate; luciferase refolding luminescence, 3 h; hit rate 0.91% among 290,000; inhibition, % at 5.6 µM; AID 1789;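 active = inhibition above the screen-wide mean plus 3 SD, computed separately per campaign, cut at about 16% in these data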;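 also: 0% = DMSO wells and 100% = 60 µM geldanamycin wells; inhibitors lower the luminescence because luciferase stays unfolded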
GSK3A inh = blocks human GSK-3 alpha kinase | AID 2650 | hit rate 0.1% among 320,000 | inhibition, % at 10 µM | ADP-Glo luminescence, 60 min;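 in the data active = inhibition above about 50%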;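 also: GST-tagged GSK-3 alpha with peptide substrate and 25 µM ATP; 0% = DMSO neutral wells and 100% = GW8510 positive control wells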
Target sequence (P49840 whole entry, looked up): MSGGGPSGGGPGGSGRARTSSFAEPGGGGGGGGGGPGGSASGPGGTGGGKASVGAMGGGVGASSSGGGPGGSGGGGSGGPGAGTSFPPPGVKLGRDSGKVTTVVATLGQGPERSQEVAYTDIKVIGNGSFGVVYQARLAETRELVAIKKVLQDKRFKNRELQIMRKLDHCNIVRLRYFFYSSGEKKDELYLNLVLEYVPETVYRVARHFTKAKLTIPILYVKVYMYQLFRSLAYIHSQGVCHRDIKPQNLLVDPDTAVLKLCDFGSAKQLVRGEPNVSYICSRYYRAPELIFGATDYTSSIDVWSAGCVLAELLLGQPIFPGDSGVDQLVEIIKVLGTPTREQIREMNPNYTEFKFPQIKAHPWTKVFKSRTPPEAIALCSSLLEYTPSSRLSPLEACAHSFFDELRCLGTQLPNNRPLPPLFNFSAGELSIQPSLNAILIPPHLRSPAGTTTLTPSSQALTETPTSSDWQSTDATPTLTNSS
AI-2 QS modul = modulators of Vibrio harveyi AI-2 quorum sensing system; hit rate 0.4% among 300,000; Vibrio harveyi JMH597 AI-2 luminescence/OD600 ratio, 9 h; active compounds read low; strain lacks LuxN and CqsS sensors; 0 = neutral-control median; activity change, % at 7.5 µM; AID 2094; in the data active = activity change below about -75%, passing the limit was not always enough; inconclusive = no clear call, values can overlap the other calls;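 also: luminescence divided by OD600 gain over 9 h not by final OD600 alone; inactives centre near 13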
aSyn 5UTR inh = 5' untranslated region of α-synuclein, MLPCN primary screen. hit rate 0.82% among 300,000. alpha-synuclein 5'UTR reporter, inhibitor activity. inhibition, % (tested at 7.5 µM); in the data active = inhibition above about 60%; inconclusive = no clear call, values can overlap the other calls;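 also: H4 neuroglioblastoma cells stably carrying SNCA 5'UTR luciferase fusion; 0% = DMSO wells and 100% = positive control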
* hit, by the source's call; i = inactive; ? = inconclusive; . = not tested or not shown. Some of the compounds tested, so the mix of outcomes need not match the whole.

SMILES	PolyA inhibitor	KLF5 inhibitor	IEC-6 tox	GSK3B inh	HSF1 activator	HSF1 inh	HSP90 inh	GSK3A inh	AI-2 QS modul	aSyn 5UTR inh
O=c1cc(CO)oc(CN2CCN(c3ccccc3)CC2)c1O	i	0	6	3	3	-4	-2	-3	8	21
c1ccc(Nc2ncnc3sccc23)cc1	i	-25	10	-2	-6	0	-4	-1	-4	-17
CCN(CC)c1ncnc2sc(C(=O)N3CCN(c4ccc(OC)cc4)CC3)c(C)c12	i	1	-7	2	45	12	-2	1	25	12
O=C(/C(N=Nc1cccc(C(F)(F)F)c1)=C(/O)c1cccs1)C(F)(F)F	i	34	2	2	26	8	-6	-4	12	-62
CN(C)c1ccc(-c2nc3ccccc3c(=O)[nH]2)cc1	i	43	21	1	20	-3	34*	4	21	52
CCOC(=O)N1CCN(c2c(N3CCN(c4ccccc4F)CC3)c(=O)c2=O)CC1	i	-8	-5	4	-24	-6	-1	-1	16	4
Cc1ccc(-c2nnc(-n3nnc4ccccc43)c3ccccc23)cc1	i	29	1	0	0	-3	0	-2	26	10
Cc1cccc(CNc2ccc(C(CC(N)=O)NC(=O)Cc3cccc4ccccc34)cc2[N+](=O)[O-])c1 (stereo unspecified)	i	.	.	2	9	9	.	-2	10	18
COC(=O)c1[nH]c2ccc(C)cc2c1NC(=O)C(C)N1CCN(C2CCCCC2)CC1 (stereo unspecified)	i	-3	-4	2	13	-6	-1	0	34	5
O=C1CSC(c2ccccc2)N1c1cccnc1 (stereo unspecified)	i	0	-4	1	7	-6	-1	1	26	5
O=C(O)C1CCCCC1C(=O)NCc1ccccc1 (stereo unspecified)	i	-39	-4	3	-1	-2	0	0	22	15
O=C1NC[C@H](c2ccccc2)N(CC2CCCCC2)C1=O	i	.	.	1	-7	-4	.	1	19	15
CCOC(=O)C1=C(C)Nc2nc3ccccc3n2C1c1cccs1 (stereo unspecified)	i	-19	3	-2	6	-4	7	-2	23	31
N#CCC(=O)Nc1ccc(C(=O)OCC(=O)Nc2cccc(C(F)(F)F)c2)cc1	i	1	5	-1	47	12	1	0	18	3
COc1ccccc1N1CC(C(=O)OC(C)C(=O)N2CCCc3ccccc32)CC1=O (stereo unspecified)	i	-29	0	-1	19	2	4	-1	19	15
COc1ccc(C(=O)Nc2ccccc2C(=O)Nc2ccccc2C(=O)O)cc1	i	-75	4	1	?	20	1	-5	12	-98
C[C@@H]1C=CC(=O)O[C@@H]1c1ccc(C(F)(F)F)cc1	i	62*	6	1	10	11	-2	-2	7	-60
O=C(COC(=O)c1cccc(S(=O)(=O)N2CCc3ccccc32)c1)Nc1ncc(C(F)(F)F)cc1Cl	i	-18	6	3	-3	2	2	-1	25	1
Cc1cc(SCC(=O)NC2(C#N)CCCCC2)nc2c(C)cccc12	i	.	.	.	-2	5	.	-2	.	1
O=C1Nc2ccccc2C(O)(C(=O)NCc2ccc3c(c2)OCO3)N1c1ccccc1 (stereo unspecified)	i	0	-2	0	-3	-6	-4	-1	28	-5
Cc1c[n+]([O-])cc(C)c1Oc1ccccc1	i	.	.	2	7	-3	.	3	27	15
Cn1cc(C(=O)C(=O)N2CCN(c3ccccc3)CC2)c2ccccc21	i	-22	4	3	-7	-3	0	0	3	18
CN(C)S(=O)(=O)c1cc(NC(=O)CN2CCCc3ccccc32)ccc1Cl	i	-27	0	-7	-52	-41	0	-3	32	-20
COCCNC(=O)c1c[nH]n2c(=O)cc(C3CCN(C(=O)OC(C)(C)C)CC3)nc12	i	-1	-4	1	8	-3	-1	-1	17	-9
C=CCn1c(SCC(=O)N2CCc3ccccc3C2)nnc1-c1ccncc1	i	-9	-5	0	-2	-2	1	0	19	13

Carrying on.
SMILES	PolyA inhibitor	KLF5 inhibitor	IEC-6 tox	GSK3B inh	HSF1 activator	HSF1 inh	HSP90 inh	GSK3A inh	AI-2 QS modul	aSyn 5UTR inh
C/C(=N\NC(=O)c1ccccc1O)C1C(=O)c2ccccc2C1=O	i	-101	-4	2	23	10	-1	-2	7	-57
O=C(NC1(C(F)(F)F)OCCO1)c1ccc(F)cc1	i	12	2	2	2	6	3	0	1	0
Cc1cc(/C=N\NC(=O)COc2cccc3cccnc23)c(C)n1-c1ccc(Br)cc1	.	5	-2	1	-4	-2	1	0	28	8
CN(CC(=O)NCc1ccco1)S(=O)(=O)c1ccc2c(c1)c(=O)n(C)c(=O)n2C	i	3	12	0	-4	-1	2	-1	27	-3
Cc1ccc(CNC(=O)CCNS(=O)(=O)c2cccs2)cc1	i	-3	-1	-3	-5	0	-1	-1	3	23
CC1CCN(S(=O)(=O)c2ccc3c(c2)c(=O)c(C(=O)NCc2ccccc2Cl)cn3C)CC1	i	-22	1	-2	-15	-4	-2	-1	17	-9
CCCS(=O)(=O)NCCc1cc2c(OC)ccc(OC)c2[nH]c1=O	i	-3	-2	1	-4	-14	2	-2	18	11
CCOC(=O)c1ccc(NC(=S)N2CCCC(C)C2)cc1 (stereo unspecified)	i	7	-3	0	62*	26	0	3	3	-24
CCCCOc1ccc(C(C)NC(=O)C2CCCN(S(=O)(=O)CCC)C2)cc1 (stereo unspecified)	i	-6	-1	-1	.	.	4	-4	18	18
COC(=O)C1C(=O)C(C(=O)/C=C/c2ccccc2)C(=O)CC1(C)C (stereo unspecified)	i	-6	-5	2	2	1	4	2	14	-134
Cc1cc(O)cc(O[C@H]2OC(CO)[C@H](O)[C@@H](O)[C@H]2O)c1 (stereo partly specified)	i	1	-3	4	-4	-5	0	.	5	19
Cc1cccc(C(=O)NC(=S)Nc2ccc(Cc3ccncc3)cc2)c1	i	-19	-1	-1	22	11	-3	1	14	-54
CCC(=O)Nc1ccccc1N1CCN(S(C)(=O)=O)CC1	i	-20	2	-3	3	-8	2	-4	15	-5
CN(CC(=O)Nc1ccc(N2CCOCC2)cc1)C(=O)CCNC(=O)c1ccc(Br)cc1	i	.	.	-1	19	4	.	1	14	-4
CCc1ccccc1NC(=O)c1ccc(NS(C)(=O)=O)cc1	i	-10	-10	1	-64	-56*	-3	4	10	-7
Oc1c(Br)cc(/C=N/Nc2nncc3ccccc23)cc1Br	i	-82	-1	4	12	13	3	0	4	-109
Cc1c(NC(=S)NC(=O)c2ccco2)c(=O)n(-c2ccccc2)n1C	i	10	4	3	12	1	-4	0	11	10
Cc1cc2c(c(N)n1)c(=O)oc1ccccc12	i	-5	4	0	-8	-1	-1	.	19	-20
O=C(NCc1cccnc1)C(=O)N/N=C/c1ccc([N+](=O)[O-])cc1	i	4	0	2	-1	-7	-1	0	17	19
COC(=O)N/N=C/c1cn(Cc2ccccc2Cl)c2ccccc12	i	-18	8	-1	-11	1	0	-2	16	45
CCOC(=O)C1=C(N)n2c(s/c(=C\c3cccnc3)c2=O)=C(C(=O)OC)C1c1cccnc1 (stereo unspecified)	i	17	-4	-2	-7	-4	5	-1	10	-66
CC(C)C[C@H](NC(=O)c1[nH]cnc1C(=O)N[C@@H](Cc1ccccc1)C(=O)OC(C)(C)C)C(=O)OCc1ccccc1	i	1	7	3	12	6	1	-20	9	40
CCOC(=O)c1[nH]cnc1C(=O)Nc1cccc(N)n1	i	.	.	-12	1	-6	.	.	20	9
CCOC(=O)C1=C(COC(=O)CNS(=O)(=O)c2ccc(C)cc2)NC(=O)NC1C (stereo unspecified)	i	-14	-3	-3	-15	0	3	1	8	-4
CCOC(=O)C1CCN(C(=O)c2sc3nc(C)nc(N4CCC(C)CC4)c3c2C)CC1	i	-2	-3	1	14	-1	1	5	10	22
CCCCN(C(=O)c1ccc([N+](=O)[O-])s1)c1c(N)n(CCCC)c(=O)[nH]c1=O	i	.	.	4	-70	-62*	.	-2	-1	-4
COCC(=O)Nc1cccc(-c2ccc3nncn3n2)c1	i	-18	4	1	-5	3	-3	-1	21	1
O=C(Cc1cccs1)N1CCC(c2nc3c(nnn3Cc3ccccc3Cl)c(=O)[nH]2)CC1	i	-18	-4	3	4	1	8	13	17	18

Compounds above containing an NH in an aromatic ring, in the order listed:
SMILES	PolyA inhibitor	KLF5 inhibitor	IEC-6 tox	GSK3B inh	HSF1 activator	HSF1 inh	HSP90 inh	GSK3A inh	AI-2 QS modul	aSyn 5UTR inh
CN(C)c1ccc(-c2nc3ccccc3c(=O)[nH]2)cc1	i	43	21	1	20	-3	34*	4	21	52
COC(=O)c1[nH]c2ccc(C)cc2c1NC(=O)C(C)N1CCN(C2CCCCC2)CC1 (stereo unspecified)	i	-3	-4	2	13	-6	-1	0	34	5
COCCNC(=O)c1c[nH]n2c(=O)cc(C3CCN(C(=O)OC(C)(C)C)CC3)nc12	i	-1	-4	1	8	-3	-1	-1	17	-9
CCCS(=O)(=O)NCCc1cc2c(OC)ccc(OC)c2[nH]c1=O	i	-3	-2	1	-4	-14	2	-2	18	11
CC(C)C[C@H](NC(=O)c1[nH]cnc1C(=O)N[C@@H](Cc1ccccc1)C(=O)OC(C)(C)C)C(=O)OCc1ccccc1	i	1	7	3	12	6	1	-20	9	40
CCOC(=O)c1[nH]cnc1C(=O)Nc1cccc(N)n1	i	.	.	-12	1	-6	.	.	20	9
CCCCN(C(=O)c1ccc([N+](=O)[O-])s1)c1c(N)n(CCCC)c(=O)[nH]c1=O	i	.	.	4	-70	-62*	.	-2	-1	-4
O=C(Cc1cccs1)N1CCC(c2nc3c(nnn3Cc3ccccc3Cl)c(=O)[nH]2)CC1	i	-18	-4	3	4	1	8	13	17	18
